AmpC inh detg – qHTS Inhibitors of AmpC Beta-Lactamase (assay with detergent); Potency, µM (top dose mostly 114 µM), inactives show at the highest dose activity change, negative = inhibition, hits mostly inhibitors; 370,000 tested, 0.041% active; P00811; AmpC hydrolysis of nitrocefin, absorbance 480 nm, 0.01% Triton; AID 485294, 2010;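 further: potency means the concentration at half of the fitted maximal effect; 0% = no-compound wells and -100% = no-enzyme wells; nearly all actives have a fitted effect of over 25% in size; some results filed as inactive show a strong effect at the top dose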
Target sequence (P00811 whole entry, looked up): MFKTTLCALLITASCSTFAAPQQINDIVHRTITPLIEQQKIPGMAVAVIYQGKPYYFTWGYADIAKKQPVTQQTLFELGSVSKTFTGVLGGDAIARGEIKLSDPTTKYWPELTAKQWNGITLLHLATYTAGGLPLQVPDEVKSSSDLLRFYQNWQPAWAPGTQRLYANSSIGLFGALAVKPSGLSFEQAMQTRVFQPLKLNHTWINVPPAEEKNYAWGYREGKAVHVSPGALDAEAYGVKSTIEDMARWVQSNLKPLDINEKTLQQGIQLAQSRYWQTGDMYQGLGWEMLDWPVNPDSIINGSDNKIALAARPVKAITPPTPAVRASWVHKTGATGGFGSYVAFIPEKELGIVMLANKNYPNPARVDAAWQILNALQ
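AmpC (5.3 nM in the dispensed reagent) in 20 mM phosphate pH 7.0 with 0.01% (detergent screen) or 0.0001% Triton X-100 was preincubated with compounds for 15 min at room temperature. Nitrocefin was then added from an 800 uM solution, and hydrolysis was followed at 480 nm.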
FBPA Giardia inh – qHTS Assay for Inhibitors of Fructose-1,6-bisphosphate Aldolase from Giardia Lamblia. Potency, µM (doses to about 59.6 µM), without a hit: at the highest dose activity, negative = inhibition, most hits filed as inhibitors. 290,000 tested, 0.71% active. A8B2U2. purified Giardia FBPA; further: potency means the concentration at half of the fitted maximal effect; nearly all actives have a fitted effect of over 55% in size
Target sequence (A8B2U2 whole entry, looked up): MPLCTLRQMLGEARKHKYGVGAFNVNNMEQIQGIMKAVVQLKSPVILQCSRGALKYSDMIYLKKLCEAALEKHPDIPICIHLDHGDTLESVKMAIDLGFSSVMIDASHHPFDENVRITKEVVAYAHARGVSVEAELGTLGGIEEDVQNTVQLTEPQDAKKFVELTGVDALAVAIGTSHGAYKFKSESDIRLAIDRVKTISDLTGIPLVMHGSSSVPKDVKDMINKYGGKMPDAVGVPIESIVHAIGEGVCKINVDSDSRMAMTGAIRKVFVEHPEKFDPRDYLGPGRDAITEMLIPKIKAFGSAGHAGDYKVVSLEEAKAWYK
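Giardia FBPA (40 nM reagent) was preincubated 10 min at RT with compound (up to 57.5 uM final), then substrate plus GAPDH/TPI/NAD/arsenate coupling system with diaphorase/resazurin was added; resorufin fluorescence (525/598 nm) was read after 20 min.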
HCMV antiviral – qHTS Assay for inhibitors of the human cytomegalovirus (HCMV); HFF cells, HCMV-luciferase reporter, 72 h; stronger effect = lower value; activity change, negative = inhibition, % at 57.5 µM; 410,000 tested, 4.5% active; AID 1259415, 2018; in the data active means activity change below about -60%; inconclusive means no clear call, values can overlap the other calls; inactive means above about -39%
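Inhibition of viral replication was scored as loss of reporter luminescence in HFFs infected with HCMV-luciferase (MOI 1 PFU/cell) for 72 h; compounds tested at 2 doses, normalized to buffer and Salinomycin controls.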
Sm TGR inh – qHTS Assay for the Inhibitors of Schistosoma Mansoni Peroxiredoxins. purified TGR, DTNB reduction, TNB absorbance 405 nm. Potency, µM (highest dose often 114 µM), for the others: top-dose activity change, negative = inhibition, most hits filed as inhibitors. 360,000 tested, 3% active; further: potency means the concentration at half of the fitted maximal effect; nearly all actives have a fitted effect of over 60% in size
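First, TGR (20 nM dispensed) and NADPH were mixed with compound. Second, a 15 min room-temperature incubation followed. Third, further NADPH and then DTNB were added to start the reaction. Finally, TNB absorbance was monitored kinetically.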
AmpC no deterg – qHTS Inhibitors of AmpC Beta-Lactamase (assay without detergent); P00811; AmpC nitrocefin hydrolysis, absorbance 480 nm, 0.0001% Triton; Potency, µM (titrated, usually from 57.1 µM), without a hit: top-dose activity change, negative = inhibition, actives largely listed as inhibitors; 330,000 tested, 0.52% active; AID 485341, 2010;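 further: potency means the concentration at half of the fitted maximal effect; plate controls were no compound for no effect and no enzyme for full effect; nearly all actives have a fitted effect of over 20% in size; some results filed as inactive show a strong effect at the top dose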
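20 mM phosphate pH 7.0 + 0.01% (detergent screen) or 0.0001% Triton X-100; 5.3 nM AmpC reagent; cpd preinc 15 min RT; nitrocefin (800 uM stock) to start; A480 q20 s × 4 min; Activity was normalised to no-enzyme and no-compound control wells.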
HCV inhibitor – qHTS Assay for Inhibitors of Hepatitis C Virus (HCV). Huh7.5.1 HCVcc-Cre infection, luciferase reporter, 44 h. Potency, µM (top dose mostly 41.8 µM), for the others: at the highest dose activity change, negative = inhibition, usual class: inhibitors. 340,000 tested, 3.4% active; further: potency means the concentration at half of the fitted maximal effect
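Reporter virus HCVcc-Cre (~0.5 moi) infects cells exposed to compound; seeding density 1,000 cells/well with 4 h settling beforehand. Luminescence, 15 sec read, taken 44 h post-infection following a 15 min RT substrate incubation.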
Starred values were filed as active, the others as inactive; ? = inconclusive; / = not tested or not shown; & = joins results of further samples; [ ] = another dose, or the depositor's remark. Unless noted, the call rests on the fitted dose curve; in most records, active means well fitted curve in the direction sought with a large enough effect; inconclusive means small, poorly fitted or top-dose-only effect, or another doubt; inactive means no such curve, though single readings can be large; an effect the other way counts as inactive or inconclusive. Unless noted, on the % scale 0 is the no-effect control and ±100 the full control effect.

Compound	AmpC inh detg	FBPA Giardia inh	HCMV antiviral	Sm TGR inh	AmpC no deterg	HCV inhibitor
COc1ccccc1/C=C1/SC(=S)N(C(C)C(=O)NC2C=CS(=O)(=O)C2)C1=O (configuration not stated)	14.1%	/	?	5.4%	57.4%	8.1%
CN(C1CCCCC1)S(=O)(=O)c1ccc2[nH]c(=O)oc2c1	-0.3%	?	3.1	10.3%	-18.2%	-3.5%
Cc1ccc(Cn2ncc3c(N4CCN(C)CC4)ncnc32)cc1	2.8%	7.8%	-7.4	-4.2%	65.8%[activator]	?
CC(C)(C)C1CCc2c(sc3c2C(=O)NC(c2ccco2)N3)C1 (configuration not stated)	-14.9%	-15.0%	-4.6	?	-32.9%	9.0%
COc1cccc(C(=O)c2c(-c3ccccc3)ncc3cc(OC)c(OC)cc23)c1	/	/	-11.5	/	109.5%[activator]	?
COc1ccc(CCNC(=O)c2cc(C(C)C)on2)cc1OC	-14.6%	2.3%	12.5	-15.5%	1.3%	-21.4%
CC(C)[C@H](NC(=O)c1cc2cc(Cl)ccc2n1C)C(=O)N1CCC(C(=O)O)CC1	-6.8%	-13.5%	-33.4	-5.7%	-14.0%	0.7%
COc1cc(NC(=O)C2CCCCN2)ccc1OCC(C)C (configuration not stated)	-4.3%	2.3%	2.2	?	-6.6%	?
c1ccc(CCCCNCC2COc3ccccc3O2)cc1 (configuration not stated)	-3.1%	0.0%	9.1	?	-6.7%	6.5%
Cc1ccc(-c2csc3nnc(SCC(=O)NCc4ccco4)n23)cc1	-0.6%	0.2%	14.9	-32.7%	0.316µM*	0.6%
Cc1cccc(N(CC(=O)NC2CCCC2)C(=O)c2csnn2)c1C	-11.0%	-0.8%	14.8	-0.7%	0.5%	-8.4%
CC(=O)c1c(N2CCN(c3ccccn3)CC2)nc(=S)n(-c2ccccc2)c1C	-5.5%	?	?	-0.3%	45.5%	8.6%
OC(COCc1ccccc1)CN1CCN(c2ccccc2)CC1 (configuration not stated)	-12.9%	-1.1%	30.0	-0.7%	-2.1%	2.2%
Cc1ccc(SCCC(=O)NCCSCc2ccccc2C)cc1	-1.0%	0.2%	-11.5	0.6%	-10.9%	4.2%
COc1ccc(NC(=S)Nc2ccccc2F)c(OC)c1	-5.9%	-2.0%	-7.3	-22.5%	-7.8%	-3.6%
COCCNCC1C(Oc2ccc(Cl)cc2)C(=O)N1c1ccccc1C (configuration not stated)	?	-10.4%	-16.1	4.0%	7.8%	5.4%
COc1ccc(C(=O)NC(=S)Nc2nc(C)cc(C)n2)cc1Br	-13.1%	-7.3%	9.7	-8.1%	-15.4%	?
O=c1[nH]ncc(N2CCCCCC2)c1Cl	10.5%	0.2%	-37.1	0.0%	-7.2%	10.3%
Cc1ccccc1C(=O)NNC(=O)CSc1nnc(-c2ccncc2)n1-c1ccccc1	-15.6%	7.3%	6.7	-2.5%	6.2%	34.0%[activator]
O=C1NC(=O)/C(=C\c2ccccc2Oc2ccc(F)c(F)c2)S1	?	18.5%	2.6	0.0%	-24.7%	?
CN1CCN(CCC(=O)N/N=C/c2ccccc2F)CC1	-1.5%	3.0%	23.0	8.6%	-8.3%	-11.1%
O=C(Cn1[nH]c(=O)c2ccccc2c1=O)NNC(=O)c1ccccc1	-6.0%	0.8%	?	/	-8.6%	-2.1%
CC1CCCN(CCCNC(=O)CCn2nc(-c3ccccc3)ccc2=O)C1 (configuration not stated)	-6.8%	0.8%	13.2	0.0%	31.3%	?
CCOc1cccc(/C=N/N2C(C)CCCC2C)c1O (configuration not stated)	4.8%	3.8%	-4.7	0.0%	-12.1%	-7.2%
NCCCC[C@H](N)c1nnc([C@H](CCC(=O)O)NC(=O)C2CCNCC2)o1	-3.6%	2.1%	-8.4	-1.5%	-6.1%	18.2%
Cc1cc(N/N=C/c2ccc(O)c(C)c2O)nc(-c2ccccc2O)n1	-1.6%	-0.2%	-102.7*	-2.9%	-38.7%	?
COc1ccc(OC)c(CN2CCN(C(=O)Cc3ccccc3)CC2)c1	-10.5%	?	-3.5	13.9%	21.4%	-4.5%
CC(C)(CNC(=O)CNC(=O)c1ccccc1F)N1CCOCC1	0.7%	/	-17.7	8.0%	-19.1%	9.3%
CSc1nc2ccccc2c(=O)n1-c1cccnc1	-1.9%	6.6%	?	8.9%	-27.0%	-14.7%
CCOC(=O)c1c(CN2CCOCC2)n(-c2ccccc2)c2cc(Br)c(OC)cc12	1.6%	-10.5%	18.3	-7.2%	29.6%	?
Cc1cccc(-n2c(CNC(=O)c3ccccc3)nnc2SCC(=O)Nc2nccs2)c1	?	-3.2%	-8.8	-1.3%	-5.6%	?
CN(C)CCCOC(=O)c1ccc(Br)cc1	0.3%	-14.5%	52.9	-9.7%	-4.6%	-2.0%
CC(O)c1ccc(-n2cnnn2)cc1 (configuration not stated)	-5.4%	6.4%	-24.8	-6.6%	-16.0%	18.2%
Cc1cc(=O)oc2c(C)c(OCC(=O)NCCN3CCOCC3)ccc12	1.3%	/	53.2	-5.9%	-6.6%	18.7%
CCOc1ccc(C(=O)NC(C(=O)NCc2cccnc2)C(C)C)cc1 (configuration not stated)	-2.3%	-4.6%	-20.3	-7.6%	0.0%	4.9%
Cc1ccc(-c2cc3ncc4c(n3n2)-c2ccccc2OC4)cc1	-3.2%	/	111.8	-1.3%	/	/
CCOC(=O)Cn1nnnc1C(C(C)C)N(Cc1cc2c(C)cc(C)cc2[nH]c1=O)C1CCCC1 (configuration not stated)	-4.9%	-18.8%	-0.9	?	12.5%	11.5%&-13.5%
COc1cccc(NC(=O)c2ccc(OC(F)(F)F)cc2)c1	-8.4%	/	84.3	-1.1%	-20.5%	?
CC1(C)Cc2cccc(OCC(=O)NCc3cccs3)c2O1	?	/	-21.9	3.3%	-13.2%	19.1%
O=C(NC(=O)c1ccccc1O)c1ccc(C(F)(F)F)cc1	3.3%	7.9%	-5.4	8.9%	-43.7%	?
CCN(CC)CCC(=O)NN	4.0%	5.0%	4.1	8.3%	-12.1%	11.2%
CN(C)CCNC(=O)c1ccc(Cl)s1	-7.5%	3.1%	10.9	-9.0%	-2.5%	9.4%
O=S(=O)(c1ccccc1)N1N=C(c2ccc(Br)cc2)CC1c1ccco1 (configuration not stated)	-1.3%	13.9%	-60.3*	56.2µM*	-41.2%	?
COc1ccc(C)cc1NC(=O)c1cc(S(=O)(=O)N2CCOCC2)cn1C	-15.7%&-7.0%	4.5%	16.0&-1.3	0.9%&2.7%	13.3%	-1.1%
Cc1cccc(N2CN(Cc3ccco3)CNC2=S)c1	?	-2.1%	29.6	-5.0%	-2.7%	3.8%
CCOC(=O)N1CCN(C(=O)/C=C/c2ccc(C(C)(C)C)cc2)CC1	1.0%	-1.6%	7.3	6.8%	160.2%[activator]	-15.4%
Cc1cc(N2C(=O)C3C4c5ccccc5C(c5ccccc54)C3C2=O)no1 (configuration not stated)	?	-4.3%	5.1	-4.6%	-13.1%	15.3%
COc1cccc(NC(=O)C2CCCN(S(=O)(=O)c3ccc4[nH]c(=O)ccc4c3)C2)c1 (configuration not stated)	-3.5%	/	0.2	8.9%	/	/
Nc1ccc(C(=O)NC2CCSc3ccccc32)cc1[N+](=O)[O-] (configuration not stated)	-4.9%	/	7.5	-14.5%	144.2%[activator]	?
CC(=O)Oc1cccc(N2C(=O)C3C4C=CC(C4=C(C)C)C3C2=O)c1 (configuration not stated)	-8.8%	1.6%	13.9	-24.1%	-15.2%	5.8%

Other results.
Compound	AmpC inh detg	FBPA Giardia inh	HCMV antiviral	Sm TGR inh	AmpC no deterg	HCV inhibitor
CC(C)c1ccc(NC(=O)CCN2C(=O)c3ccc([N+](=O)[O-])cc3C2=O)cc1	0.1%	4.9%	-11.0	4.2%	-13.8%	1.4%
O=C(CC(NS(=O)(=O)c1ccc(Cl)cc1)c1ccco1)NCc1ccco1 (configuration not stated)	-2.4%	-6.4%	-26.9	-33.4%	70.3%[activator]	17.8%
CCC1CCCCN1CCNC(=O)C1CCCN(S(=O)(=O)c2cccc3nsnc23)C1 (configuration not stated)	-9.8%	/	11.5	-5.9%	24.0%	0.8%
CCc1nc2oc3ccccc3c(=O)c2c(=O)n1-c1ccc(C)cc1	-9.0%	-12.2%	110.1	-8.2%	-29.0%	-4.4%
CCn1c(N2CCN(CC(=O)Nc3cccc(C)c3C)CC2)nc2ccccc21	-10.5%	11.5%	-6.0	-0.2%	139.4%[activator]	?
CCOC(=O)C1CCN(C(=O)Cc2ccc(-c3ccccc3)cc2)CC1	?	9.2%	57.5	7.8%	132.4%[activator]	1.0%
Cc1ccccc1OC(=O)n1c(=S)oc2cc(Cl)ccc21	-10.1%	3.6%	4.3	-14.0%	-5.6%	-0.2%
CCCc1cc(C(=O)N2CCCC(N3CCN(c4ccc(F)cc4)CC3)C2)no1 (configuration not stated)	0.5%	/	9.6	-6.2%	86.9%[activator]	-1.5%
COc1ccc2cc(/C=N/NC(=O)CSCc3ccc([N+](=O)[O-])cc3)c(Cl)nc2c1	1.1%	-1.0%	-22.5	0.0%	-12.7%	-2.6%
CCOC(=O)C1CCN(C(=O)Cn2cc(C(=O)OC)c3ccccc32)CC1	-3.2%	-2.8%	21.7	7.1%[57.1 µM]	20.8%	2.7%
Cc1cnc(C(=O)OCC(=O)NCc2ccc3c(c2)OCO3)cn1	1.1%	-2.1%	-25.8	1.4%	-4.3%	5.2%

Looked up by structure from the list above (6):
Compound	AmpC inh detg	FBPA Giardia inh	HCMV antiviral	Sm TGR inh	AmpC no deterg	HCV inhibitor
Cc1ccccc1OC(=O)n1c(=S)oc2cc(Cl)ccc21	-10.1%	3.6%	4.3	-14.0%	-5.6%	-0.2%
O=C(CC(NS(=O)(=O)c1ccc(Cl)cc1)c1ccco1)NCc1ccco1 (configuration not stated)	-2.4%	-6.4%	-26.9	-33.4%	70.3%[activator]	17.8%
CCOC(=O)C1CCN(C(=O)Cc2ccc(-c3ccccc3)cc2)CC1	?	9.2%	57.5	7.8%	132.4%[activator]	1.0%
COc1ccc2cc(/C=N/NC(=O)CSCc3ccc([N+](=O)[O-])cc3)c(Cl)nc2c1	1.1%	-1.0%	-22.5	0.0%	-12.7%	-2.6%
CC(C)c1ccc(NC(=O)CCN2C(=O)c3ccc([N+](=O)[O-])cc3C2=O)cc1	0.1%	4.9%	-11.0	4.2%	-13.8%	1.4%
CCc1nc2oc3ccccc3c(=O)c2c(=O)n1-c1ccc(C)cc1	-9.0%	-12.2%	110.1	-8.2%	-29.0%	-4.4%
